MEP2-GFP yeast = modulators of TOR pathway MEP2-GFP in S. cerevisiae. 0.51% of 330,000 active. GFP response vs DMSO, % at 10 µM. S. cerevisiae MEP2-GFP strain, flow cytometry GFP, 3 h; 100% = DMSO control level;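 active = GFP response versus DMSO above a set limit, roughly screen mean plus 3 SD, cut at about 180% in these data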;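 note: median GFP fluorescence of the barcode-gated MEP2-GFP cells per well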
AHR activator = activates the human aryl hydrocarbon receptor; P35869; AHR-responsive luciferase reporter cells, luminescence; activation, % at 5 µM; 2.5% of 320,000 active; AID 2796; in the data active = activation above about 47%;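 note: 0% = vehicle wells and 100% = reference agonist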
procasp3 activ = activates human procaspase-3; P42574; recombinant procaspase-3 D3A, Ac-DEVD-pNA absorbance 405 nm; activation, % at 8.5 µM; 0.11% of 330,000 active; AID 463141;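 active = activation above the mean of all tested compounds plus 3 SD, cut at about 21% in these data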;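 note: 0% = DMSO alone and 100% = DMSO wells spiked with extra 5 µM PC-3 D3A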
Target sequence (P42574 whole entry D9A/D28A/D175A): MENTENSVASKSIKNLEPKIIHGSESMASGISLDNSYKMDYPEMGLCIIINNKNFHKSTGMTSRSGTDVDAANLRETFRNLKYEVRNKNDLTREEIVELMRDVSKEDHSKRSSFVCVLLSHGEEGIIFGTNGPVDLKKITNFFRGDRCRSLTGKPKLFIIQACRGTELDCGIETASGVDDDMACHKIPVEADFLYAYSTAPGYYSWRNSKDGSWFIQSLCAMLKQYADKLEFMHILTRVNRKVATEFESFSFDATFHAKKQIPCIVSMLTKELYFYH
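Assay system: Autoprocessing-dead procaspase-3 D3A mutant enzyme; also added: Ac-DEVD-pNA; doses: one concentration, 8.5 µM nominal, 0.8% DMSO; times: 1 h compound preincubation, 2 h substrate hydrolysis at 25 °C; technique: 405 nm absorbance of p-nitroaniline, reads at 0 and 120 min; measure: % activation between DMSO and enzyme-spiked controls; repeats: single replicate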
AGP1 TOR yeast = modulators of TOR pathway AGP1-GFP in S. cerevisiae; GFP response vs DMSO, % at 10 µM; 0.02% of 320,000 active; S. cerevisiae AGP1-GFP multiplex flow cytometry, 3 h; GFP as percent of DMSO wells;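 active = GFP response relative to DMSO above a set limit, near screen average plus 3 SD, cut at about 150% in these data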;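 note: median GFP channel fluorescence of the gated AGP1 strain per well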
proCasp7 act = activates human procaspase-7, counter-screen for procaspase-3 activators | recombinant procaspase-7, Ac-DEVD-pNA absorbance 405 nm; D23A/D198A/D206A triple mutant, cannot self-cleave; scale: DMSO 0, 5 µM enzyme 100 | 0.093% of 330,000 active | P55210 | activation, % at 8.5 µM;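 active = percent activation above the screen-wide mean plus 3 SD, cut at about 25% in these data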
Target sequence (P55210 whole entry D23A/D198A/D206A): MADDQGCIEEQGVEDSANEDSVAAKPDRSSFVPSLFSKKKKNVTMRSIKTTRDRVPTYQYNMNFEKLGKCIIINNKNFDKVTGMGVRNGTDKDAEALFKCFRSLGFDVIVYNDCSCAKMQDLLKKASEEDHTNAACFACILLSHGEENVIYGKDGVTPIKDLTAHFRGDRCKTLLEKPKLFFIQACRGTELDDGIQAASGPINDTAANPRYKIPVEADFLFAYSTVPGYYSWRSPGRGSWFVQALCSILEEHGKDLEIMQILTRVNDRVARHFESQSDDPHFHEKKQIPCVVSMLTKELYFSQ
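Assay system: Uncleavable procaspase-7 mutant enzyme / Input: 2 µM procaspase-7 mutant as dispensed / Dosing: single nominal 8.5 µM compound dose, 0.8% DMSO final / Timing: 1 h enzyme–compound preincubation and 2 h substrate reaction, both 25 °C / Detection: p-Nitroaniline absorbance at 405 nm, read at 0 and 120 min / Replication: singlicate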
CIT2 TOR yeast = yeast TOR pathway CIT2-GFP modulation; S. cerevisiae CIT2-GFP strain, flow cytometry, 3 h; 100 means same as DMSO wells; GFP response vs DMSO, % at 10 µM; 0.065% of 320,000 active;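 active = GFP response relative to DMSO above a set limit, near the screen mean plus 3 SD, cut at about 150% in these data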;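 note: ratio of well median GFP fluorescence to mean of DMSO wells on the plate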
LAP4 TOR yeast = modulators of TOR pathway LAP4-GFP in S. cerevisiae. 0.34% of 320,000 active. AID 2023. GFP response vs DMSO, % at 10 µM. S. cerevisiae LAP4-GFP multiplex, flow cytometry GFP, 3 h; median GFP as percent of DMSO wells;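 active = GFP response vs DMSO above a set limit, about the screen mean plus 3 SD, cut at about 150% in these data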
RPL19A TOR yeast = yeast TOR pathway RPL19A-GFP modulation; S. cerevisiae RPL19A-GFP strain, flow cytometry, 3 h; active compounds read low; percent response vs DMSO, % at 10 µM; 0.3% of 330,000 active;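 active = percent response vs DMSO below 50%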;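 note: median channel GFP fluorescence of the barcoded RPL19A-GFP strain; ratio of sample median GFP to plate DMSO average so 100% = DMSO; lower means less RPL19A-GFP as with rapamycin TOR inhibition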
Active calls of the source: *; nt = no result given.

SMILES	MEP2-GFP yeast	AHR activator	procasp3 activ	AGP1 TOR yeast	proCasp7 act	CIT2 TOR yeast	LAP4 TOR yeast	RPL19A TOR yeast
Cc1cccc(NC(=O)C2CCCN2C(=O)Oc2ccccc2)c1C (configuration not stated)	95	-2	6	99	-4	93	107	94
O=C(CN(CC1CCCO1)C(=O)CNS(=O)(=O)c1ccccc1)NCCc1ccccc1 (configuration not stated)	104	-1	8	101	7	96	101	101
CCN(C(=O)C(C)N1C(=O)/C(=C/c2cccs2)SC1=S)C1CCS(=O)(=O)C1 (configuration not stated)	86	2	-11	90	-18	85	91	91
C=CCSc1ccccc1C(=O)Nc1ncn[nH]1	104	39	4	98	0	106	91	102
CCc1ccc(CNCc2ccc(OCC(O)CN(C)Cc3ccccc3)cc2)nc1 (configuration not stated)	107	3	2	108	-1	98	95	101
Cc1ccc(N2C(=O)CSCC2=O)cc1	111	1	5	105	10	110	107	105
Cc1cc(OCC(=O)Nc2ccc3oc(=O)ccc3c2)ccc1Cl	107	-1	-4	77	-4	106	95	97
Cc1cc(=O)n2ncnc2n1COCCO	89	1	-7	89	-8	85	91	87
CC(=O)c1c(C(C)=O)c(C)n(NC(=O)c2cccnc2)c1C	95	2	3	89	-2	82	94	91
NC(=S)N/N=C/c1ccc([N+](=O)[O-])cc1	118	1	6	110	-2	115	99	118
O=C(NCCN1CCN(c2ccccc2F)CC1)C1c2ccccc2C(=O)N2CCc3ccccc3C12 (configuration not stated)	89	8	3	100	-4	99	93	95
CCCC(c1nnnn1Cc1ccc(F)cc1)N1CCN(C2CCCCC2)CC1 (configuration not stated)	108	2	3	112	8	105	109	111
CCn1nc(C)cc1C(=O)Sc1ccc(Cl)cc1Cl	95	1	0	97	1	84	124	97
Cc1ccc(C(=O)N=c2sccn2C)cc1S(=O)(=O)N1CCOCC1	98	16	1	90	4	94	91	93
CN1CCN(Cc2oc(CO)cc(=O)c2O)CC1	99	-1	3	105	-2	106	98	108
COc1cccc(CN2CCC(n3nccc3NC(=O)CCOc3ccccc3)CC2)c1	98	-1	-3	105	2	98	99	100
Brc1ccc(CSc2nnc(-c3ccco3)o2)cc1	107	-2	2	107	2	106	124	90
CCn1nc(C)c(CNCc2cn[nH]c2-c2cc3ccccc3o2)c1C	103	1	0	108	7	97	110	99
COC(=O)c1ccccc1NC(=O)NCC1CCCO1 (configuration not stated)	93	1	4	101	2	102	94	96
Cn1c(SCc2n[nH]c(=S)o2)nnc1-c1ccccc1	99	0	-2	103	-9	100	100	100
COc1ccc(-c2cccc(NS(=O)(=O)c3cc([N+](=O)[O-])c(C)c([N+](=O)[O-])c3)c2)nn1	101	0	-7	110	3	104	105	103
COc1cc(C)c(C)cc1S(=O)(=O)n1c(C)nc2ccccc21	102	0	2	92	6	90	102	92
CCn1ccc(=N)cc1	100	-1	-1	102	4	103	94	100
Cc1ccccc1C(=O)Nc1c(C)[nH]c(=O)[nH]c1=O	113	1	-3	105	1	112	106	109
O=C(C1=C(O)C(=O)N(CCCN2CCOCC2)C1c1ccccn1)c1cc2ccccc2o1 (configuration not stated)	113	6	-25	104	-38	105	101	103

(more compounds)
SMILES	MEP2-GFP yeast	AHR activator	procasp3 activ	AGP1 TOR yeast	proCasp7 act	CIT2 TOR yeast	LAP4 TOR yeast	RPL19A TOR yeast
O=C(COc1cccc2cccnc12)N/N=C1\SCC(=O)N1CCc1ccccc1	101	41	5	110	-8	102	103	108
Cc1cc(C(=O)N2C(C)CCCC2C)no1 (configuration not stated)	102	-1	-5	105	-2	107	100	100
CCOC(=O)N1CCN(C(=O)C(=O)Nc2sc3c(c2C#N)CC(C)(C)OC3)CC1	98	5	-1	91	-9	87	101	96
COc1ccc(OCCCC(=O)Nc2ccc(N3CCOCC3)cc2)cc1	106	4	-5	104	-2	104	104	104
COCCNc1nc2ccccc2nc1NS(=O)(=O)c1ccc(C)cc1C	112	7	5	99	-1	91	100	109
Cc1cccc(C)c1OCCOC(=O)c1n[nH]c2ccccc12	105	0	2	98	1	100	103	104
COc1cccc2c1OC1(C)CC2NC(=O)N1c1cccc(C(=O)N2CCN(c3ccccn3)CC2)c1 (configuration not stated)	124	1	-6	107	10	103	115	110
CCC(C)(C(=O)NC1CCCCC1)N(Cc1ccco1)C(=O)c1ccccn1 (configuration not stated)	94	-1	10	98	-6	87	nt	94
CC(=O)Nc1ccc(S(=O)(=O)NCCSCc2c(Cl)cccc2Cl)cc1	106	-8	2	109	8	112	89	99
COc1ccc(NC(=O)CCn2ccnc2)c(OC)c1	104	5	-4	108	0	106	101	101
O=C(N/N=C/c1cccc(C(F)(F)F)c1)c1cc2c(s1)-c1ccccc1CC2	110	23	3	104	-18	105	105	103
CCN1C(=O)C(C)S/C1=N\S(=O)(=O)c1ccc(Cl)s1 (configuration not stated)	97	-2	1	103	-5	104	98	102
O=S(=O)(NCC1CCCO1)c1ccc(-c2ccc(Cl)cc2)cc1 (configuration not stated)	101	4	-6	95	5	98	104	97
CCN(CC(=O)Nc1ccccc1OC)C(=O)COc1ccc2ccccc2c1	121	7	0	99	1	89	108	102
O=C(N/N=C/c1ccccn1)c1ccncc1	88	8	-1	95	-5	99	94	101
CCOC(=O)N1CCC(NC(=O)C2CCCN(Cc3nc(-c4cccc(Cl)c4)oc3C)C2)CC1 (configuration not stated)	104	-1	9	102	0	103	104	97
Cc1nn(C)c(Oc2cccc(Cl)c2)c1C#N	106	0	2	96	17	106	92	104
O=C(CN1CCN(c2ccccc2)CC1)Nc1ccc2c(c1)CCC2	104	-1	12	98	10	101	87	104
CCn1c(SCC(=O)Nc2cc(OC)ccc2OC)nc2c(c1=O)SCC2	103	7	-3	98	-5	100	95	111
Cc1cccc2c1cnn2C(=O)CCC(=O)NC1CCCCC1	105	-1	-1	100	5	126	100	95
O=C(NNC(=O)c1ccc([N+](=O)[O-])cc1)NC1CCCCC1	88	-3	11	112	3	105	100	92
O=C(CC1(O)C(=O)Nc2ccccc21)c1cccnc1 (configuration not stated)	93	15	6	91	-2	91	92	92
CC(C)(C)OC(=O)C[C@H]1C/C=C\C[C@@H](CC(=O)N(CCO)Cc2ccccc2)C(=O)N[C@H](C(C)(C)C)COC1=O	102	-1	-1	100	0	96	108	98
CCOC(=O)c1ccc(NC(=O)CC2C(=O)N(c3ccccc3)C(=O)N2CCCOC)cc1 (configuration not stated)	95	4	4	100	-6	102	102	101
Cc1c(C(=O)c2cccc(F)c2)c2ccccn2c1CCC#N	104	1	6	94	4	76	113	93

3 entries already listed, ordered by formula weight, lowest first:
SMILES	MEP2-GFP yeast	AHR activator	procasp3 activ	AGP1 TOR yeast	proCasp7 act	CIT2 TOR yeast	LAP4 TOR yeast	RPL19A TOR yeast
O=C(CC1(O)C(=O)Nc2ccccc21)c1cccnc1 (configuration not stated)	93	15	6	91	-2	91	92	92
O=C(NNC(=O)c1ccc([N+](=O)[O-])cc1)NC1CCCCC1	88	-3	11	112	3	105	100	92
CC(C)(C)OC(=O)C[C@H]1C/C=C\C[C@@H](CC(=O)N(CCO)Cc2ccccc2)C(=O)N[C@H](C(C)(C)C)COC1=O	102	-1	-1	100	0	96	108	98

Entries of single compounds as entered above. Screens in order: MEP2-GFP yeast	AHR activator	procasp3 activ	AGP1 TOR yeast	proCasp7 act	CIT2 TOR yeast	LAP4 TOR yeast	RPL19A TOR yeast
CCOC(=O)N1CCN(C(=O)C(=O)Nc2sc3c(c2C#N)CC(C)(C)OC3)CC1 across the screens: 98	5	-1	91	-9	87	101	96
O=C(CC1(O)C(=O)Nc2ccccc21)c1cccnc1 (configuration not stated) across the screens: 93	15	6	91	-2	91	92	92
CCn1c(SCC(=O)Nc2cc(OC)ccc2OC)nc2c(c1=O)SCC2 across the screens: 103	7	-3	98	-5	100	95	111

Following part
SMILES	MEP2-GFP yeast	AHR activator	procasp3 activ	AGP1 TOR yeast	proCasp7 act	CIT2 TOR yeast	LAP4 TOR yeast	RPL19A TOR yeast
Cc1sc2ncnc(Nc3ccc(N4CCOCC4)cc3)c2c1-c1ccccc1	108	21	12	103	-6	108	100	106
CCN(CC)c1ccc(NC(=O)COc2ccc(N(C)S(=O)(=O)c3cccs3)cc2)cc1	96	12	0	106	-7	99	110	99
CCC(C)(C)NC(=O)C(c1cccn1C)N(C(=O)Cn1nnc2ccccc21)c1ccc(OC)cc1OC (configuration not stated)	98	4	7	nt	2	97	99	94
CC(c1ccccc1F)n1cc(C(=O)NCCCn2ccnc2)nn1 (configuration not stated)	89	34	8	100	11	96	92	95
CC(C#N)Sc1nnc(-c2ccccc2F)n1C1CC1 (configuration not stated)	103	4	7	98	-4	103	104	102
CCN1C(=O)/C(=C\N2CCN(C(=O)c3ccco3)CC2)SC1=S	96	-1	3	100	4	97	106	95
OCC[C@@H]1C[C@H](O)[C@@H](O)[C@]2(OCc3ccccc32)O1	104	0	3	107	-8	97	94	101
COCCCn1c(=S)[nH]c2ncccc2c1=O	101	0	6	98	6	99	99	98
COc1ccc(/C=C2\CCc3ccccc3C2=O)cc1CN1CCOCC1	101	4	1	114	5	110	116	106
CCNC(=S)N/N=C/c1cccc(C)c1	103	6	3	99	10	99	109	103
CCCn1c(SCC(=O)N2CCN(c3ccc(OC)cc3)CC2)nc2c1c(=O)n(C)c(=O)n2C	97	-2	-2	95	-3	98	110	95
COc1ccccc1NC(=O)COc1ccc(C(=O)OCC(=O)NC(C)(C)C)cc1OC	97	0	4	105	8	86	96	102
CC(=O)Nc1ccccc1OCC(=O)NC(C)c1ccccc1 (configuration not stated)	104	-1	8	97	-1	100	100	104
CCOC(=O)CNC(=O)CSc1nnc(Cn2c(=O)sc3ccccc32)n1-c1ccccc1C	98	2	1	100	11	95	99	96
Cc1cc(/C=C2\SC(=O)NC2=O)c(C)n1-c1ccc(N2CCOCC2)cc1	98	-1	-4	100	0	96	107	96
O=C(C[n+]1ccccc1)N/N=C/c1ccccc1C(F)(F)F	96	0	3	88	9	93	84	94
COc1ccccc1NS(=O)(=O)c1cc(C(=O)NCC(c2ccco2)N2CCCCC2)ccc1C (configuration not stated)	96	5	4	117	6	110	121	98
Cc1cccc(NC(=O)CCc2nc3sc4c(c3c(=O)[nH]2)CCCC4)c1	105	6	-1	109	-7	105	107	104
CSc1ccccc1C(=O)Nc1cccc(N(C)S(C)(=O)=O)c1	103	6	-8	100	0	102	100	97
CC(=O)Nc1ccc(S(=O)(=O)Nc2nnc(C3CCCCC3)s2)cc1	91	6	-12	95	2	99	96	98
CCOc1cc(CN2CCCC(C(=O)c3cccc(C(F)(F)F)c3)C2)ccc1O (configuration not stated)	100	1	2	101	3	107	90	104
NC(=O)c1cccc(CS(=O)(=O)c2ccc(Cl)cc2)c1	110	-1	-2	97	4	103	92	106
COc1ccc(/C=C(\NC(=O)c2ccc(OC)cc2)C(=O)Nc2ccc(C(=O)O)cc2)cc1	107	nt	nt	95	nt	99	96	104
Cc1ccc(/C=N\NC(=O)Cc2noc3ccccc23)cc1	111	11	-4	105	-3	105	91	108
CCSc1nnc(NC(=O)c2nc(-c3ccccc3)n(-c3ccccc3)n2)s1	93	0	-7	77	4	88	116	99
C/C=C\C=C\C(=O)N1CC2(CC(c3cccc(NC(=O)CC)c3)=NO2)C[C@H]1C(N)=O (some centres not stated)	95	0	1	90	-1	108	106	100
O=C(N/N=C/c1oc(O)c2ccccc12)c1ccccc1	101	6	-1	96	8	95	84	100

High-throughput results as filed in PubChem.
